# Screening results from PubChem BioAssay.
# Plk1 PBD FP = Plk1 polo box domain binding inhibitors, primary screen, biochemical, fluorescence polarization; Plk1 PBD phosphopeptide binding; inhibition, %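 (tested at about 20 µM)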; actives 0.13% (n = 97,000); AID 693, 2007; in the data active = inhibition above about 34%, passing the limit was not always enough
# CYP2C9 inh = blockers of cytochrome P450 2C9 activity – biochemical, luminescence, ADME assay, primary screen | P11712 | CYP2C9 Supersomes, luciferin-H conversion | inhibition, % at 5 µM | actives 20% (n = 96,000) | AID 777, 2007;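 active = blocking of liver enzyme CYP2C9 beyond about 50% at 5 µM, limit read from the data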; note: values of inactives mirror those of a sister screen read the other way
# Target sequence (P11712 whole entry, looked up): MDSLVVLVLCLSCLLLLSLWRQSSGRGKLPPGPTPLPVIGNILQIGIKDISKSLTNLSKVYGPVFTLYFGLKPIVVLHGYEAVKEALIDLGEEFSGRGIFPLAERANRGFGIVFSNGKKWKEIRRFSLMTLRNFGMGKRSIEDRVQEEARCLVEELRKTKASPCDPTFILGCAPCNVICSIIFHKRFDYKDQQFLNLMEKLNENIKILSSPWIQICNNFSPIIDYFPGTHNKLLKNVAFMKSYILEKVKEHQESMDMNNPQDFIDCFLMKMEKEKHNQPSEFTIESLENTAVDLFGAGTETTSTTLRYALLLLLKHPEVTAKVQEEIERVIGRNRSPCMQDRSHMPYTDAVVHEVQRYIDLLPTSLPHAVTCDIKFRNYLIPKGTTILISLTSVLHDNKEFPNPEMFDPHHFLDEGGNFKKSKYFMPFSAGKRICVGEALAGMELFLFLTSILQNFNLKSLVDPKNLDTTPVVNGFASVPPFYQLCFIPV
# Rev-RRE block = HIV-1 Rev-RRE binding inhibitors, primary screen, biochemical, FRET, protein-RNA interaction; Rev peptide-RRE RNA binding; P05866; actives 0.79% (n = 97,000); inhibition, % at 8 µM;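 active = inhibition above the screen-wide mean plus 3 SD, cut at about 35% in these data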;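 note: 0% = median DMSO wells and 100% = median Neomycin B control wells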
# Target sequence (P05866 whole entry, looked up): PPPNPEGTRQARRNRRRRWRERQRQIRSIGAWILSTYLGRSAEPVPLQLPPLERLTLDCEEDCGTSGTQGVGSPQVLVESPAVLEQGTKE
#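 Material: labelled RRE RNA duplex and labelled Rev peptide / Buffer or medium: HEPES pH 7.5 salt buffer with EDTA / Compound dosing: single point, 8 µM final nominal compound concentration / Benchmarks: DMSO low control, neomycin B high control / Timing: 5 min preincubation and 15 min binding, 25 °C / Technique: FRET fluorescence readout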
# CYP2C9 act = human CYP2C9 activators, primary screen, biochemical, luminescence. Cytochrome P450 2C9 (Homo sapiens), P11712. recombinant CYP2C9, luciferin-H conversion; hits give high values; factor 1 = untreated enzyme, 0 = blocked. activation factor at 5 µM. actives 1.4% (n = 96,000);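 active = activation factor of 2 or more for CYP2C9 at a 5 µM dose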;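 note: 0 = sulfaphenazole-blocked wells and 1 = vehicle-only wells; values of inactives mirror those of a sister screen read the other way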
# Candida biofilm = clotrimazole potentiators killing Candida biofilms, primary screen, with clotrimazole, Alamar Blue; C. albicans biofilm + clotrimazole; inhibition, % at 6 µM; actives 0.14% (n = 85,000); AID 834, 2007;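 active = inhibition above 20%; inactive = inhibition below 20%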;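 note: preformed 24 hr biofilms exposed to compound for 48 hr; 0% = biofilm without compound and 100% = blank killed by clotrimazole plus chlorhexidine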
# EphB4 antag = EphB4-ephrin-B2 interaction antagonists, primary screen, biochemical, TNYL-RAW peptide probe, fluorescence polarization | inhibition, % at 7 µM | EphB4 LBD / TNYL-RAW-Alexa532 peptide | Ephrin type-B receptor 4 (Homo sapiens), P54760 | actives 0.15% (n = 97,000);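 active = inhibition above the screen-wide mean inhibition plus 3 SD, cut at about 15% in these data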;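 note: 0% = DMSO wells and 100% = excess unlabeled TNYL-RAW peptide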
# PTPN22 inh 2 = PTPN22 phosphatase inhibitors, primary screen, biochemical, DiFMUP fluorescence, 2 µM; Tyrosine-protein phosphatase non-receptor type 22 (Homo sapiens), Q9Y2R2; inhibition, % at 2 µM; actives 0.21% (n = 96,000); recombinant LYP catalytic domain; AID 640, 2007;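 active = inhibition at 2 µM at or above a set limit, the screen mean plus 3 SD, cut at about 24% in these data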;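 note: 0% = DMSO with enzyme and 100% = enzyme fully blocked by orthovanadate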
# PTPN22 act = LYP phosphatase activators, primary screen, biochemical, DiFMUP fluorescence, 2 µM; AID 697, 2007; actives 0.11% (n = 96,000); recombinant LYP; 0 = plate median, 100 = signal doubled; activation, % at 2 µM; Tyrosine-protein phosphatase non-receptor type 22 (Homo sapiens), Q9Y2R2;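 active = activation at 2 µM above a set limit, the mean plus 5 SD, cut at about 37% in these data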
# PLK1 kinase inh = human PLK1 kinase inhibitors, primary screen, biochemical, TR-FRET | Serine/threonine-protein kinase PLK1 (Homo sapiens), P53350 | recombinant PLK1 kinase, TR-FRET peptide phosphorylation | inhibition, % at 10 µM | actives 0.53% (n = 97,000) | AID 619, 2007;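 active = inhibition of 50% or more in the single-concentration screen; inactive = inhibition below 50%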;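 note: 0% = DMSO max control and 100% = H-89 dihydrochloride min control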
# * marks the source's active call; other numbers are inactive results; / = no result given. Not a hit list. Share with any hit: about 20%.
SMILES,Plk1 PBD FP,CYP2C9 inh,Rev-RRE block,CYP2C9 act,Candida biofilm,EphB4 antag,PTPN22 inh 2,PTPN22 act,PLK1 kinase inh
O=C(CSc1ncccn1)NCc1ccccc1,-11,-14,3,1.1,7,0,0,3,1
CCOc1ccc(C(=O)N2CCN(C(=O)c3ccco3)CC2)cc1OCC,-16,-17,0,1.2,3,-2,-8,5,12
CC(=O)c1cn(CC(=O)Nc2ccc(C)cc2C)c2ccccc12,-28,/,5,/,4,1,-1,1,-1
CCCCn1c(Cc2ccccc2)nnc1SCC(=O)Nc1cc(C)on1,-3,/,9,/,-2,2,-4,4,-7
COC(=O)C1CCN(C(=O)c2cc3ccccc3oc2=O)CC1,-2,-119,3,2.2*,7,-6,-8,11,-3
COCCCNC(=O)c1sc2ncnc(N3CCc4ccccc4C3)c2c1C,-3,/,8,/,6,-1,-3,0,-6
Cn1cccc1Cc1nnc(SCC(=O)N2CCOCC2)n1-c1ccc(F)cc1,-2,1,1,1,5,-2,-5,3,-11
CC(=O)Nc1ccccc1C(=O)N1CC2(C)CC1CC(C)(C)C2 (stereo not drawn),23,-4,0,1,5,-4,-8,4,-13
Cc1cc(NC(=O)COC(=O)C2CCCN2C(=O)c2cccs2)no1 (stereo not drawn),7,1,-7,1,2,-3,-12,9,-9
Cc1cccc2cc(C#N)c(NCCNC(=O)NC3CCCCC3)nc12,21,-51,2,1.5,/,-5,-10,14,11
CCc1nn2c(=O)cc(CSc3nc(C)cc(=O)[nH]3)nc2s1,-5,-5,2,1.1,1,-4,-14,13,-18
Cc1ccc(-n2c(SCc3cn4ccsc4n3)nc3ccccc3c2=O)cc1,-15,33,3,0.7,12,-5,-4,3,21
CC(=O)c1cc(-c2ccccc2)n(CCC(=O)NCc2cccs2)c1C,-10,54*,9,0.5,/,8,3,1,-17
COc1ccccc1N1CCN(C(CNS(=O)(=O)c2ccccc2)c2cccnc2)CC1 (stereo not drawn),-6,62*,3,0.4,9,4,-6,7,-46
CC1(C)CC(=O)C2=C(C1)N(Cc1ccc(F)cc1)C(=O)C2(NC(=O)c1cccnc1)C(F)(F)F (stereo not drawn),12,19,-3,0.8,1,2,-8,9,-6
NC(=O)NCc1cccc(Cl)c1,19,-10,4,1.1,/,3,-12,14,-51
CC1CCN(C(=O)c2cc3nc(C4CC4)cc(C(F)(F)F)n3n2)CC1,-5,/,-2,/,6,-4,5,-5,-9
N=c1ccn(Cc2ccc(Cl)cc2)cc1,6,-2,8,1,7,1,12,-8,-2
COC(=O)C1CCN(c2nc3ccccc3nc2C(C#N)C(=O)OCC(C)C)CC1 (stereo not drawn),-21,48,8,0.5,8,-8,-6,4,-6
CC(C)Cc1ccc(C#N)c(SCC(N)=O)n1,10,26,7,0.7,1,0,-4,3,-4

# Profiles as entered above:
# `Cc1cc(NC(=O)COC(=O)C2CCCN2C(=O)c2cccs2)no1` (stereo not drawn) is listed as Plk1 PBD FP: 7; CYP2C9 inh: 1; Rev-RRE block: -7; CYP2C9 act: 1; Candida biofilm: 2; EphB4 antag: -3; PTPN22 inh 2: -12; PTPN22 act: 9; PLK1 kinase inh: -9
# `CC(=O)c1cc(-c2ccccc2)n(CCC(=O)NCc2cccs2)c1C` is listed as Plk1 PBD FP: -10; CYP2C9 inh: 54*; Rev-RRE block: 9; CYP2C9 act: 0.5; Candida biofilm: /; EphB4 antag: 8; PTPN22 inh 2: 3; PTPN22 act: 1; PLK1 kinase inh: -17
# `Cc1cccc2cc(C#N)c(NCCNC(=O)NC3CCCCC3)nc12` is listed as Plk1 PBD FP: 21; CYP2C9 inh: -51; Rev-RRE block: 2; CYP2C9 act: 1.5; Candida biofilm: /; EphB4 antag: -5; PTPN22 inh 2: -10; PTPN22 act: 14; PLK1 kinase inh: 11

# Later entries
SMILES,Plk1 PBD FP,CYP2C9 inh,Rev-RRE block,CYP2C9 act,Candida biofilm,EphB4 antag,PTPN22 inh 2,PTPN22 act,PLK1 kinase inh
COc1ccc(Cl)cc1N/C(N)=N/c1nc(CSc2ccc(C)cc2)cc(=O)[nH]1,13,76*,12,0.2,5,1,1,1,-4
CCn1c(SCC(=O)NC2CCCCC2C)nnc1-c1ccc(OC)cc1 (stereo not drawn),-1,68*,2,0.3,1,-5,0,0,-12
CC1(C)CC(=O)C(C(C2=C(O)CC(C)(C)CC2=O)c2cccs2)C(=O)C1 (stereo not drawn),2,2,-2,1,/,6,-11,15,-9
N#Cc1ccc(-c2ccc3c(c2)OCO3)nc1SCC(=O)OCc1ccccc1,-15,92*,5,0.1,2,-8,-1,3,-8
COc1ccc(S(=O)(=O)N(C)CC(=O)NCc2cccnc2)cc1OC,4,-17,7,1.2,-1,1,-9,6,-27
CCS(=O)(=O)c1ccc(-c2csc(-c3ccccc3)n2)c(Cl)c1Cl,10,14,9,0.9,/,5,-12,9,-3
CC(=O)C1=C(C)OC(N)=C(C#N)C1c1ccco1 (stereo not drawn),6,-4,13,1,0,-3,-3,1,-1
Cc1ccc(C)c(N/C=C(\C#N)c2nc3ccccc3o2)c1,-10,/,0,/,/,-5,3,2,-2
CCOC(=O)CC(=O)CSc1ccc2nnc(-c3ccc(F)cc3)n2n1,-14,28,5,0.7,6,5,3,-4,-5
Cc1ccc(NC(=O)c2cc(NC(=O)c3ccco3)ccc2N2CCCCC2)cc1,19,20,3,0.8,10,-2,16,-17,0
COc1ccccc1N1CCN(CCCNC(=O)Nc2ccccc2C)CC1,-6,-11,4,1.1,6,1,2,0,-11
N#CC1=C(N)OC2=C(C(=O)CCC2)[C@]12C(=O)N(CC(N)=O)c1ccccc12,23,22,10,0.8,-6,1,6,-7,-5
O=c1[nH]n2c(=O)c3c([nH]c2c1N=Nc1cccc(C(F)(F)F)c1)CCCC3,0,/,8,/,8,2,13,-12,0
CCCCOc1ccccc1N,13,6,-6,0.9,7,-6,1,2,-7
CCCS(=O)(=O)N1CCN(C(=O)c2cccc(OC)c2)CC1,31,11,4,0.9,5,0,-1,-1,-5
COCCn1c(=NC(=O)c2ccc3c(c2)OCO3)c(C#N)cc2c(=O)n3cccc(C)c3nc21,-13,-13,6,1.1,9,-4,-4,2,-15
CCOc1ccc(-n2cnnn2)cc1S(=O)(=O)NCCc1ccc(OC)c(OC)c1,-19,7,0,0.9,-4,-14,-8,5,-8
COC(=O)c1nn(-c2cccc(C(F)(F)F)c2)c(=O)cc1Sc1ccccn1,-9,70*,8,0.3,/,-4,-5,8,-10
O=C(Nn1c(O)c(C=C2N=c3ccccc3=N2)sc1=S)c1ccccc1,17,5,6,0.9,5,7,-3,4,-5
Nc1nnnn1/N=C/c1ccccc1OCc1ccc(Cl)cc1,9,/,12,/,7,2,2,0,-7

# The list goes on (3 carried over from the part before).
SMILES,Plk1 PBD FP,CYP2C9 inh,Rev-RRE block,CYP2C9 act,Candida biofilm,EphB4 antag,PTPN22 inh 2,PTPN22 act,PLK1 kinase inh
COC(=O)c1nn(-c2cccc(C(F)(F)F)c2)c(=O)cc1Sc1ccccn1,-9,70*,8,0.3,/,-4,-5,8,-10
O=C(Nn1c(O)c(C=C2N=c3ccccc3=N2)sc1=S)c1ccccc1,17,5,6,0.9,5,7,-3,4,-5
Nc1nnnn1/N=C/c1ccccc1OCc1ccc(Cl)cc1,9,/,12,/,7,2,2,0,-7
CC(C)(C)C(=O)Nc1c2c(nc3c1CCC3)CCCC2,-12,1,4,1,-4,3,8,-5,-8
CCN1C(=O)C(NC(C)=O)c2cc(Br)ccc21 (stereo not drawn),-1,-16,0,1.2,/,-8,-7,6,-2
COc1ccc(NC(=O)C2CCCN2S(=O)(=O)c2ccc3c(c2)CCC(=O)N3)c(OC)c1 (stereo not drawn),-3,22,6,0.8,0,-1,-3,0,-8
Cc1cccc(Nc2ncc3c(n2)CC(C)CC3=O)c1 (stereo not drawn),-29,6,-1,0.9,3,6,-8,7,-1
Cc1ccc(S(=O)(=O)NC(=NCC(=O)O)c2ccccc2)cc1,-14,-5,-2,1,/,-2,-6,6,-13
CCOC(=O)N1CCN(C(=O)CSc2nnc(C3COc4ccccc4O3)o2)CC1 (stereo not drawn),0,8,7,0.9,2,2,-2,-1,-5
CCc1nc(SCC(=O)c2ccc3c(c2)OCCO3)c2ccccc2n1,-21,17,8,0.8,/,-4,0,4,-10
Cn1c(=O)c2c(nc(N3CCN(Cc4ccccc4)CC3)n2CCCc2ccccc2)n(C)c1=O,10,31,-1,0.7,-5,-3,6,-8,10
O=C(O)[C@H]1CCCC[C@H]1C(=O)NCCc1ccccc1,13,4,5,1,1,1,0,1,-1
O=C(NCc1ccc(Cl)cc1Cl)C(=O)N1CCCCC1,-2,-282,6,3.8*,-5,4,-2,1,-4
COc1cccc(-c2cc(C(=O)NCCCn3ccnc3)no2)c1,-14,71*,8,0.3,0,2,6,-4,5
CC(CCc1ccco1)NC(=O)Cn1nc(Cc2ccncc2)c2ccccc2c1=O (stereo not drawn),-6,86*,1,0.1,2,-6,-8,5,-7
CSc1nnc(-c2nnc(SC)n2-c2ccccc2)n1-c1ccccc1,6,-4,-2,1,-1,-2,-1,1,-13
COC(=O)CN1C(=O)S/C(=C/c2cc(C)n(C)c2C)C1=O,10,51*,-2,0.5,/,-9,2,2,-13
COc1cccc(C2=CC(c3cccs3)n3nnnc3N2)c1 (stereo not drawn),-12,40,28,0.6,8,1,1,-4,7
COCCn1c(=N)c(C(=O)NCCc2ccc(OC)cc2)cc2c(=O)n3cccc(C)c3nc21,1,-3,4,1,0,-9,0,-1,-3
Cc1ccc(NC(=O)CCN2CCN(C/C=C/c3ccccc3)CC2)cc1C,-13,-119,3,2.2*,0,-3,1,-1,-2
COc1ccc(CC(=O)OCC(=O)Nc2ncc(Cl)cc2Cl)cc1,-2,53*,5,0.5,7,-2,4,-6,-4
CCOC(=O)c1cnc2c(ccc3ccccc32)c1NCCO,5,/,21,/,3,1,-11,10,-8
O=C(COC(=O)c1ccc(Br)o1)NCc1cccs1,11,20,5,0.8,/,-1,0,-1,-7

# Among those listed so far, 3 contain an NH in an aromatic ring.
SMILES,Plk1 PBD FP,CYP2C9 inh,Rev-RRE block,CYP2C9 act,Candida biofilm,EphB4 antag,PTPN22 inh 2,PTPN22 act,PLK1 kinase inh
CCc1nn2c(=O)cc(CSc3nc(C)cc(=O)[nH]3)nc2s1,-5,-5,2,1.1,1,-4,-14,13,-18
COc1ccc(Cl)cc1N/C(N)=N/c1nc(CSc2ccc(C)cc2)cc(=O)[nH]1,13,76*,12,0.2,5,1,1,1,-4
O=c1[nH]n2c(=O)c3c([nH]c2c1N=Nc1cccc(C(F)(F)F)c1)CCCC3,0,/,8,/,8,2,13,-12,0
